Bioassay records from PubChem.
EBV gp42 block: Epstein-Barr virus gp42 inhibitors, primary screen, biochemical, uHTS, fluorescence polarization. AID 1085, 2008. Fluorescence polarization binding assay, mP read-out. Glycoprotein 42 (Epstein-Barr virus (strain AG876)), Q1HVG2. inhibition, % (tested at 21.74 µM). 220,000 compounds, 0.42% hits; in the data active means inhibition above about 50%
Target sequence (Q1HVG2 whole entry, looked up): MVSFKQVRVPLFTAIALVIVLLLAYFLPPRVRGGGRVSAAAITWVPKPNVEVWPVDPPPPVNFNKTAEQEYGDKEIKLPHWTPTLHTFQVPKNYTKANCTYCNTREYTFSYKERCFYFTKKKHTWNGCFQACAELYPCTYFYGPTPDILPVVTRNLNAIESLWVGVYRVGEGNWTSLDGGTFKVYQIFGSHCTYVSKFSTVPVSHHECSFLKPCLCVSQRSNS
TNF necrop inh: inhibitors of TNF-alpha triggered necroptosis, primary screen, cell-based, Jurkat FADD-/-, single concentration; 220,000 compounds, 0.068% hits; AID 463075, 2010; activation (protection from cell death), % at 10 µM; Jurkat FADD-/- TNF necroptosis rescue, ATP luminescence, 24 h; 0 = TNF only, 100 = no-TNF cells;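 active means activation, meaning protection from cell death, of at least 50% relative to plate controls; inactive means activation below 50%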;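 further: necroptosis triggered by 40 ng/mL TNF-alpha added together with compound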
KCC2 mod: KCC2 cotransporter modulators, thallium flux, primary screen, cell-based, HEK293 KCC2, FluoZin-2 fluorescence, MLSMR | KCC2 cells, thallium flux FluoZin-2 fluorescence | B-score of Tl+ flux slope (higher = more flux/activation; lower = inhibition) at 10 µM | 190,000 compounds, 2.2% hits | Solute carrier family 12 member 5 (Homo sapiens), Q9H2X9 | AID 1456, 2008;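 active means thallium flux slope and its plate-corrected score both differing from the plate sample mean at a set confidence after two filtering rounds, in either direction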;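 further: slope of fluorescence scaled to starting intensity during 10 to 20 s after thallium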
MDM2 E3 inh: MDM2-luciferase reporter signal enhancers, primary screen, MDM2 E3 ligase inhibitor project, cell-based, luminescence, 1536-well; cell-based MDM2 ubiquitination luciferase reporter, 2 h; 0 = plate control, 100 = twice control, blank-subtracted; 210,000 compounds, 0.11% hits; signal enhancement, % at 5 µM; AID 1230, 2008;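 active means signal enhancement of 30% or more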;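 further: luminescence tracks abundance of the self-degrading MDM2-luciferase fusion protein; higher signal means inhibition of MDM2 E3 ligase activity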
Target sequence (Q00987 whole entry, looked up, the tested form may be a part): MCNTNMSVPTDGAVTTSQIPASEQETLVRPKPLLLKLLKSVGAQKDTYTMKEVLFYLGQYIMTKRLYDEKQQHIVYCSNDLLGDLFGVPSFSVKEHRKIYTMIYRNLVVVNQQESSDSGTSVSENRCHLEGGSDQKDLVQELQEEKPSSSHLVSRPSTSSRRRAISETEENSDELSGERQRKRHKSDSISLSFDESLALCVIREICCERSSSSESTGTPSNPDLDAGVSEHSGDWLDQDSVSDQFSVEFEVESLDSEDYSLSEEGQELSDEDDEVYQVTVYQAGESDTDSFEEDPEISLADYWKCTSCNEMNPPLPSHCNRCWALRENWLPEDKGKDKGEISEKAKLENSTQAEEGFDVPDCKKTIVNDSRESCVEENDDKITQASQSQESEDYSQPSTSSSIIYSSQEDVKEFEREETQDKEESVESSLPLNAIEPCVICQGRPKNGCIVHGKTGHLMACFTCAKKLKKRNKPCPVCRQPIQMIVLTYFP
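Timing – 2 h compound exposure at 37 °C · Assay system – mammalian cells stably expressing self-ubiquitinating, self-degrading MDM2 E3–luciferase fusion · Amount – 2000 cells seeded into each well · Measure – % luminescence enhancement versus blank-corrected plate control mean · Measured by – SteadyLite luminescence, 15 min reagent step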
eIF4E 4G PPI: eIF4E–eIF4G protein interaction inhibitors, primary screen, biochemical, uHTS, TR-FRET, eIF4GI fragment | Eukaryotic translation initiation factor 4E (Mus musculus) + Eukaryotic translation … | TR-FRET eIF4E-eIF4GI(517-606) binding, 2 h | inhibition, % at 21.7 µM | 220,000 compounds, 0.37% hits;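 active means inhibition above about 30%, limit read from the data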;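 further: 0% = full FRET control wells and 100% = background wells lacking eIF4GI fragment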
L929 necroptosis: inhibitors of zVAD-triggered necroptosis, primary screen, L929 cells | AID 1377, 2008 | viability rescue, % at 10 µM | 220,000 compounds, 0.38% hits | L929 zVAD necroptosis rescue, ATP luminescence, 24 h; with zVAD 60 µM;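 active means activation, scaled between plate controls, above about 75%, limit read from the data; inactive means activation under that limit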;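 further: 0% = zVAD with DMSO and 100% = DMSO alone without zVAD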
PERK inh: block of dimerizer-induced PERK translation repression, primary screen, PERK inhibitor project, CHO PERK-DD cells, SEAP luminescence, HTS; inhibition, % at 5.6 µM; CHO PERK-DD fusion, SEAP luminescence translation reporter; AID 1416, 2008; 220,000 compounds, 0.17% hits;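 active means inhibition above the mean inhibition of all tested compounds plus 3 SD, set separately per screening campaign, cut at about 2.9% in these data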;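 further: PERK kinase domain activated by AP20187 dimerizer at 100 nM; 0% = DMSO with dimerizer and 100% = rapamycin at 8.4 µM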
m-calpain inh: inhibitors of pig calpain II, primary screen, biochemical, fluorogenic peptide substrate, 1536-well; 220,000 compounds, 0.37% hits; inhibition, % at 16 µM; purified calpain II, 30 min;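 active means inhibition above about 50%, limit read from the data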
Rad51 HR inh: human RAD51 strand exchange inhibitors, primary screen, biochemical, fluorescence; DNA repair protein RAD51 homolog 1 (Homo sapiens), Q06609; 200,000 compounds, 0.085% hits; hRad51 DNA strand exchange, fluorescence dequenching; inhibition, % at 10 µM;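 active means inhibition above 40% at the single screening dose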;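 further: 0% = DMSO control wells and 100% = blanks with heterologous ssDNA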
Target sequence (Q06609 whole entry, looked up): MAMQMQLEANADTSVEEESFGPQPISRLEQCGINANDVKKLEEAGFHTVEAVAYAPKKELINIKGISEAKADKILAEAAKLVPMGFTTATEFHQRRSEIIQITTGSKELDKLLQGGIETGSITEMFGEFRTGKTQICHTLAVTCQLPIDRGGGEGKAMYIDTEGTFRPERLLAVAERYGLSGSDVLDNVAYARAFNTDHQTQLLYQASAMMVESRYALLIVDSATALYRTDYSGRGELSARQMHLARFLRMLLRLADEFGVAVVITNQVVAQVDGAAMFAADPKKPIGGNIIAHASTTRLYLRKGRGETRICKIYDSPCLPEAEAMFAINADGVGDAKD
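Material: hRad51 filaments on single-stranded DNA; Reagent: Donor/quencher-labelled 47-bp dsDNA substrate; Compound: 10 µM final, single point; Schedule: 37 °C 15-min filament assembly, 30-min compound preincubation, 15-min exchange; Technique: FRET fluorescence, excitation 485 nm, emission 520 nm; Benchmarks: control wells and blank wells on each plate.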
* hit, by the source's call; i = inactive; / = no result given; [ ] = dose if it differs, or a comment.

1) CN(C)c1ccnc(NCc2ccccc2)c1C#N
2) CC(C(=O)N1CC2(C)CC1CC(C)(C)C2)N1C(=O)c2ccccc2C1=O (configuration not stated)
3) O=C(c1ccc(S(=O)(=O)c2ccccc2Cl)c([N+](=O)[O-])c1)N1CCN(Cc2ccccc2)CC1
4) CCn1c(SCC(=O)NCCc2ccccc2)nnc1-c1ccco1
5) OC(Cn1nnc2ccccc21)Cn1c(C(F)(F)F)nc2ccccc21 (configuration not stated)
6) CC(Sc1nc(-c2ccccc2)cc(C(F)(F)F)n1)C(=O)Nc1sc2c(c1C#N)CCC2 (configuration not stated)
7) COCCNC(=O)COc1ccc(Br)cc1Cl
8) Cc1ccc(S(=O)(=O)Nc2nc3ccccc3nc2NCC2CCCO2)cc1 (configuration not stated)

entry no.,1,2,3,4,5,6,7,8
EBV gp42 block,-11,-4,-12,-13,-16,8,-22,12
TNF necrop inh,-0.3,-0.4,-5.6,-1.8,-0.5,-1.8,1.4,3.0
KCC2 mod,0.32,0.34,-0.28,-0.7,/,0.003,0.24,0.12
MDM2 E3 inh,-7,-23,-9,-5,-11,-9,-25,-5
eIF4E 4G PPI,0,-10,-5[fluorescence artefact?],-7,-5[fluorescence artefact?],-14,2,-3
L929 necroptosis,-0.4,0.0,0.3,0.1,0.7,0.3,0.2,0.9
PERK inh,-0.1,-0.8,-1.1,0.2,0.2,-0.4,-0.2,0.0
m-calpain inh,-11,-3,-6,-14,-27,-46,10,-40
Rad51 HR inh,0,4,0,2,-14,-7,0,/

9) OC(CNCc1ccco1)Cn1c2ccccc2c2ccccc21 (configuration not stated)
10) COc1cc(OC)c(-c2nc3cnccc3n2C)cc1OC
11) CC(NC(=O)C(c1ccccc1)c1ccccc1)C(=O)O (configuration not stated)
12) COc1ccccc1CNC(=O)CSc1ccc(Br)cc1
13) Cc1cccc(NC(=O)c2cccc(NS(=O)(=O)c3ccc(Cl)cc3)c2)c1
14) CC(C)NC(=O)CSc1nnc(-c2ccc(F)cc2)c2ccccc12
15) CSc1nc(-c2ccccc2)nc2c1COC(C)(C)C2
16) CN(CC(=O)Nc1ccc(Cl)c(Cl)c1)C(=O)C12CC3CC(CC(C3)C1)C2

entry no.,9,10,11,12,13,14,15,16
EBV gp42 block,-14,-7,-13,-3,-3,-3,-11,-6
TNF necrop inh,-1.2,-0.8,0.8,0.5,-0.6,-1.6,0.8,2.8
KCC2 mod,-0.59,-0.13,-0.098,-0.64,-0.52,-2.3,/,-0.83
MDM2 E3 inh,-11,-1,-14,-9,-16,-10,6,1
eIF4E 4G PPI,3,-4,-7,1,2,-5,0,-5
L929 necroptosis,1.2,-0.2,4.3,0.6,-0.1,-0.2,1.4,22
PERK inh,-1.8,0.5,1.6,-0.5,-0.4,-0.4,-0.7,0.3
m-calpain inh,3,1,11,21,-6,-27,32,39
Rad51 HR inh,-4,-4,-12,0,0,3,4,-4

17) Cc1ccccc1C(=O)Nc1nnc(CC(=O)N/N=C/c2ccco2)s1
18) c1ccc(C(c2nnnn2C2CCCCC2)N2CCc3ccccc3C2)nc1 (configuration not stated)
19) CC(=O)Nc1ccc2c(CN3C(=O)NC(C)(c4ccc(C)cc4)C3=O)cc(=O)oc2c1 (configuration not stated)
20) COc1ccc(C2CC(=O)N3CN(c4ccc(C)c(Cl)c4)CSC3=C2C#N)cc1 (configuration not stated)
21) Cc1cc(C)cc(N(C(=O)c2csnn2)C(C(=O)NC(C)(C)C)c2cccs2)c1 (configuration not stated)
22) O=C1NC2(CCN(Cc3ccccc3)CC2)Oc2ccccc21
23) CC(=O)c1c(Nc2ccccc2)sc(C(=O)c2ccccc2)c1C
24) O=C(N/N=C1/CCSC1)c1cccc([N+](=O)[O-])c1

entry no.,17,18,19,20,21,22,23,24
EBV gp42 block,-4,-5,-12,-22,-10,-11,-13,-8
TNF necrop inh,-1.0,-2.7,5.6,-1.0,-4.0,0.5,-2.1,1.3
KCC2 mod,-0.78,0.24,-0.74,-0.67,/,0.25,0.16,0.57
MDM2 E3 inh,/,-18,-21,-13,-13,-18,-9,-6
eIF4E 4G PPI,-12,-8,-1,-1,0,4,1,4
L929 necroptosis,0.0,0.4,25,0.2,-0.3,0.9,-0.1,0.8
PERK inh,0.6,0.0,0.1,-0.5,-0.2,2.4,-0.2,0.9
m-calpain inh,-31,-43,i,-31,17,14,41,-4
Rad51 HR inh,4,-1,5,1,-6,/,24,3

25) Cc1cc(C)cc(OCC(=O)NNC(=O)CCC(=O)NCc2ccccc2)c1
26) O=C(N/N=C/c1ccc([N+](=O)[O-])s1)c1ccncc1
27) CC(C)n1cc(/C=C2/NC(=O)N(c3cccc(Cl)c3)C2=O)c2ccccc21
28) CN(CCCNS(=O)(=O)c1cccc2cccnc12)Cc1ccccc1
29) CCOC(=O)c1sc(NC(=O)CSc2nnnn2-c2ccccc2)nc1C
30) N/C(=N\c1nc2ccccc2o1)NC(=O)/C=C/c1ccccc1
31) Cc1ccc(/C=N/NC(=O)c2cccnc2)o1
32) CCCCCOC(=O)Nc1nnc(CCC)s1

entry no.,25,26,27,28,29,30,31,32
EBV gp42 block,-16,-21,-29,-13,-19,2,4,-11
TNF necrop inh,-1.3,-11,1.1,1.0,0.4,7.7,-0.1,-0.1
KCC2 mod,-0.72,1.1,-0.024,/,0.54,-0.86,/,0.44
MDM2 E3 inh,3,-25,4,-3,-24,-8,8,-4
eIF4E 4G PPI,4,-4,-8,3[fluorescence artefact?],-4,-2,3,10
L929 necroptosis,0.1,7.7,0.4,-1.0,1.0,0.2,1.7,0.0
PERK inh,0.8,0.8,-0.7,-0.9,1.0,0.1,0.5,0.0
m-calpain inh,1,22,-20,11,-31,-12,11,4
Rad51 HR inh,-4,-3,-2,3,-1,0,3,-3

7 of the compounds above, with values under each structure:
The line under a structure holds: EBV gp42 block, TNF necrop inh, KCC2 mod, MDM2 E3 inh, eIF4E 4G PPI, L929 necroptosis, PERK inh, m-calpain inh, Rad51 HR inh
26	O=C(N/N=C/c1ccc([N+](=O)[O-])s1)c1ccncc1
    -21, -11, 1.1, -25, -4, 7.7, 0.8, 22, -3
27	CC(C)n1cc(/C=C2/NC(=O)N(c3cccc(Cl)c3)C2=O)c2ccccc21
    -29, 1.1, -0.024, 4, -8, 0.4, -0.7, -20, -2
28	CN(CCCNS(=O)(=O)c1cccc2cccnc12)Cc1ccccc1
    -13, 1.0, /, -3, 3[fluorescence artefact?], -1.0, -0.9, 11, 3
29	CCOC(=O)c1sc(NC(=O)CSc2nnnn2-c2ccccc2)nc1C
    -19, 0.4, 0.54, -24, -4, 1.0, 1.0, -31, -1
30	N/C(=N\c1nc2ccccc2o1)NC(=O)/C=C/c1ccccc1
    2, 7.7, -0.86, -8, -2, 0.2, 0.1, -12, 0
31	Cc1ccc(/C=N/NC(=O)c2cccnc2)o1
    4, -0.1, /, 8, 3, 1.7, 0.5, 11, 3
32	CCCCCOC(=O)Nc1nnc(CCC)s1
    -11, -0.1, 0.44, -4, 10, 0.0, 0.0, 4, -3

The listing continues:
33) CCc1nnc(NC(=O)c2cc(-c3ccncc3)nc3ccccc23)s1
34) CC1=C(CC(=O)c2ccccc2)C(=O)c2ccccc2C1=O
35) Cc1nc(SCC(=O)OCc2ccccc2)c(C#N)c(-c2ccccc2)c1C(=O)Nc1ccccc1
36) Fc1ccccc1N1CCN(Cc2cccnc2)CC1
37) CCN1CC(=O)Nc2cc(S(=O)(=O)N3CCOCC3)ccc21
38) C/C(CC(=O)Nc1cccc2c1CCCC2)=N\NC(=O)c1ccccc1N
39) CCOC(=O)N1CCc2c(sc3c2c(=O)n(Cc2ccccc2)c(=O)n3Cc2ccccc2F)C1
40) C=C1CCN([C@H](C(=O)NCc2ccc(OC)cc2)C(C)C)S(=O)(=O)c2ccccc21

entry no.,33,34,35,36,37,38,39,40
EBV gp42 block,-3,-2,-24,-15,-19,-4,0,-21
TNF necrop inh,-1.1,-10,-11,1.8,0.6,-2.2,0.7,1.3
KCC2 mod,-1.6,-0.15,/,-0.71,0.84,/,-0.0046,0.037
MDM2 E3 inh,-1,-3,3,5,-22,-13,/,4
eIF4E 4G PPI,-1,1,-3[fluorescence artefact?],4,3,-2[fluorescence artefact?],-3,7
L929 necroptosis,1.0,1.8,0.0,/,-0.2,0.7,/,-0.5
PERK inh,-0.5,0.4,-0.7,0.4,3.7*,0.7,0.9,/
m-calpain inh,11,-38,-32,4,-14,-299,5,5
Rad51 HR inh,9,/,1,24,-4,-8,/,11

41) CC1CN(Cc2ccccc2)c2ccccc2NC1=S (configuration not stated)
42) CS/C(N)=N/C(=S)Nc1cccc(Cl)c1
43) CN(C)S(=O)(=O)Nc1ccc(Oc2ccccc2)cc1
44) CCn1cc(C(=O)OC(C)C(=O)Nc2c(C)n(C)n(-c3ccccc3)c2=O)c(=O)c2ccc(C)nc21 (configuration not stated)
45) CCn1c(COc2ccccc2C(N)=O)nc2ccccc21
46) O=C(CSc1ccc(F)cc1)N1CCN(S(=O)(=O)c2ccccc2)CC1
47) Cc1ccc(CNc2ccc(CNc3ncn[nH]3)cc2)cc1
48) Cc1scc(-c2n[nH]c(=S)n2Cc2ccccc2)c1C
49) Cc1nn(Cc2c(F)c(F)c(F)c(F)c2F)c(C)c1NC(=O)c1c([N+](=O)[O-])cnn1C

entry no.,41,42,43,44,45,46,47,48,49
EBV gp42 block,0,-11,-21,-27,2,1,11,-8,-3
TNF necrop inh,-3.2,0.6,1.1,-7.3,-1.0,1.2,4.5,2.0,-0.3
KCC2 mod,-0.12,7.5*,-0.74,-0.88,-0.32,0.26,/,5.7,0.21
MDM2 E3 inh,-10,-7,-3,4,-6,-6,-10,-13,-27
eIF4E 4G PPI,2,-1,0,10,-1,1,-3,-15,-2
L929 necroptosis,-0.7,-1.0,0.3,0.0,-0.8,-0.5,0.3,0.4,-0.7
PERK inh,0.0,-0.5,-0.2,-1.2,-0.4,-0.6,0.3,0.4,-1.3
m-calpain inh,6,14,7,3,-21,-15,17,33,12
Rad51 HR inh,/,-4,-2,8,8,11,-9,14,1
